Compound activity: PubChem, several laboratories
RGS4 act: potentiators or activators of RGS4 | HEK293 M3R/inducible RGS4, carbachol calcium flux Fluo4; stronger effect = lower value | AID 463111 | 310,000 compounds, 0.92% hits | B-score at 10 µM;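 active means B-score of the integrated calcium signal more than 4 SD below the library mean, with starting fluorescence not abnormally high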;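 further: negative B-score means reduced calcium response which marks RGS4 activation or potentiation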
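Detection: kinetic calcium fluorescence imaging with Fluo4-AM dye, 2 µM / Material: HEK293 cells with stable M3R and inducible RGS4 / Schedule: recording 10 s baseline at 1 Hz, 100 s post-agonist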
TRPC6 inhibitor: inhibitors of mouse TRPC6 channel | B-score at 10 µM | AID 2553 | 310,000 compounds, 1.1% hits | HEK293-TRPC6, membrane potential dye, ACh-evoked depolarization; stronger effect = lower value | Q61143;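 active means B-score under library mean minus 3 SD, initial fluorescence not abnormally high, positive integrated signal ratio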;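 further: B-score derived from integrated fluorescence ratio over the kinetic read; more negative B-score means stronger inhibition of depolarization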
SKKanGAS inh: blocks kanamycin growth of S. pyogenes SKKanGAS strain; AID 1662; 300,000 compounds, 1.3% hits; BacTiter-Glo, 6 h; inhibition, % at 7.5 µM;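 active means mean replicate score, as percent of positive control median, at least 50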;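 further: strain carries kanamycin resistance gene driven by streptokinase promoter and grows in 40 µg/ml kanamycin; loss of luminescence reflects streptokinase promoter inhibition or plain growth inhibition; 0% = median of DMSO wells and 100% = positive control at its reference dose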
MrgX1 antagonist: antagonists of human MrgX1 receptor; Q96LB2; MRGX1-HEK293 calcium flux, Fluo-4, BAM8-22 antagonism; stronger effect = lower value; B-score at 10 µM; 310,000 compounds, 1.3% hits;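 active means calcium-response B-score plate-corrected more than 3 library SD below zero, starting fluorescence within 5 deviations, no agonist response on first addition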;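 further: peak minus trough fluorescence over baseline after final BAM8-22 challenge near maximal dose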
HIF act: HIF pathway transcriptional activation. activation, % at 7.5 µM (by protocol). U2OS HRE-luciferase reporter, luminescence; normalized: DMSO 0%, desferrioxamine 100%. 300,000 compounds, 0.32% hits. AID 1910;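 active means mean activation of at least 10% of the iron chelator positive control signal, with at least half of replicates also reaching 10%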
TRPC4 inh: TRPC4 (mouse) channel inhibition; Q9QUQ5; HEK293 TRPC4beta/mu-opioid, DAMGO-evoked Fluo4 calcium flux; stronger effect = lower value; B-score at 10 µM; 300,000 compounds, 0.39% hits;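 active means B-score over 3 SD under the library average, no early fluorescence shift, positive overall ratio signal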
Target sequence (Q9QUQ5 whole entry, looked up): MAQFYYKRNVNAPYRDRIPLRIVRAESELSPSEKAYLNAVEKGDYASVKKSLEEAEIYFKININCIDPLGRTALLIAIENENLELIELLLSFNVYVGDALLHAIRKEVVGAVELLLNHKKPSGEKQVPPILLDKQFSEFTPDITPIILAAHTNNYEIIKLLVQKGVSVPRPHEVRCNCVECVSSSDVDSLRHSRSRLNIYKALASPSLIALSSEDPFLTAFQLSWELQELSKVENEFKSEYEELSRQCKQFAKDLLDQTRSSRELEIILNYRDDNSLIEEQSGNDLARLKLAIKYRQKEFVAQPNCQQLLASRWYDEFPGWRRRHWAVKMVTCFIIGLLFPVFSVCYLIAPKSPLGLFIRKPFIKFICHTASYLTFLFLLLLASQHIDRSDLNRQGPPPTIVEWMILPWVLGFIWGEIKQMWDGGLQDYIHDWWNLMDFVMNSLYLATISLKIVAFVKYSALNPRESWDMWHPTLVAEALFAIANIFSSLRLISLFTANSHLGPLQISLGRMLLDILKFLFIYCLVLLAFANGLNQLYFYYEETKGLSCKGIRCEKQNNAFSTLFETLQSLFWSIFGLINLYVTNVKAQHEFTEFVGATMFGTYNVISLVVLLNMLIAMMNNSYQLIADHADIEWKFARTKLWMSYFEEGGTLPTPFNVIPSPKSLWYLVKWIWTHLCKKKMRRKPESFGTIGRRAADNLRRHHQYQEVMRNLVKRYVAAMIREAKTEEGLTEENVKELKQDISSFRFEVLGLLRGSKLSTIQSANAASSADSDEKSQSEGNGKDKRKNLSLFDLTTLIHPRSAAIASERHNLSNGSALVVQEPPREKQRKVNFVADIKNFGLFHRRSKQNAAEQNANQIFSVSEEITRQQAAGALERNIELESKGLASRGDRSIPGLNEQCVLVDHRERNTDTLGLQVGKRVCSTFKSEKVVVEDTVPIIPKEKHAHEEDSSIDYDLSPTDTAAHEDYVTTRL
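Assay system: HEK293 cells with stable TRPC4beta plus mu-opioid receptor expression. Dosing: single dose. Measured by: Fluo4 Ca2+ flux fluorescence. Also added: DAMGO in two steps, submaximal then maximal. Read-out: B score from integrated Fluo4 fluorescence ratio.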
MrgX1 PAM: human MrgX1 positive allosteric modulation, primary screen | 310,000 compounds, 0.63% hits | B-score at 10 µM | AID 588675 | Q96LB2 | MrgX1-HEK293, Fluo-4 calcium flux, FDSS; stronger effect = higher value;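 active means plate-corrected calcium response at least 3 library SD above typical, normal starting fluorescence, not activating the receptor alone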;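 further: compound read alongside a low EC10 to EC30 dose of BAM8-22 agonist; peak minus trough fluorescence over baseline measured at the second addition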
MrgX1 ag: activates human MrgX1 receptor signaling; MrgX1-HEK293 cells, Fluo-4 calcium fluorescence, agonist mode; stronger effect = higher value; B-score at 10 µM; 310,000 compounds, 0.44% hits; AID 588627;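 active means calcium response B-score plate-corrected fluorescence ratio at least 3 library SD, with starting fluorescence B-score inside 5 SD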
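times = overnight plating, then 30 min 37 °C plus 30 min room-temperature dye loading | assay system = stable human MrgX1 HEK293 cell line | input = fifteen thousand cells per well | signal = kinetic calcium dye fluorescence, Fluo-4 NW | dosing = compound delivered in addition one of three | read-out = B-scored fluorescence response ratio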
Platelet DG rel: platelet dense granule release activity; 300,000 compounds, 0.22% hits; inhibition, %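 (compounds screened at 7.5 µM in platelet-rich plasma)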; human platelet-rich plasma, SFLLRN dense granule ATP release, luminescence;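 active means mean replicate score, as percent of positive control, at or above 50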
TRPC6 act: activators of mouse TRPC6 channel; Q61143; HEK293-TRPC6 membrane potential dye fluorescence; stronger effect = higher value; B-score at 10 µM; 310,000 compounds, 0.13% hits; AID 2550;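 active means B-score of the integrated fluorescence ratio above library mean plus 3 SD, and starting fluorescence ratio within library mean plus 5 SD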;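 further: higher score means more depolarization so channel activation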
RGS4 block: human RGS4 inhibition. P49798. 310,000 compounds, 0.45% hits. HEK293 M3R/RGS4 inducible, Fluo-4 calcium flux; stronger effect = higher value; triggered by carbachol at its EC20. B-score at 10 µM;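 active means B-score, a plate-corrected calcium signal, over three deviations above library mean, with baseline fluorescence within five deviations of library mean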;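 further: RGS4 expression induced by doxycycline in cells with stable M3 receptor; B-score is computed from the integrated fluorescence ratio over baseline after carbachol; higher B-score means a larger calcium signal and so more RGS4 inhibition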
Active calls of the source: *; i = inactive; nt = no result given.

SMILES | RGS4 act | TRPC6 inhibitor | SKKanGAS inh | MrgX1 antagonist | HIF act | TRPC4 inh | MrgX1 PAM | MrgX1 ag | Platelet DG rel | TRPC6 act | RGS4 block
Cc1ccc(NC(=O)CSCc2nc3c(nnn3Cc3ccc(F)cc3)c(=O)[nH]2)c(C)c1 | i | i | nt | i | nt | i | i | i | nt | i | i
CCN(CC)c1ccc(C2Nc3cccc4cccc(c34)N2)cc1 | i | -5.46* | 11.6 | i | 1.1 | i | i | i | 10.1 | i | i
CC(/C=N/NC(=O)c1cc(C(C)(C)C)[nH]n1)=C\c1ccccc1 | i | i | -26.2 | i | 1.2 | i | i | i | -6.5 | i | i
CN(C)C(=O)c1ccc(NC(=O)c2cc(-c3ccco3)nc3ccccc23)cc1 | i | i | 6.6 | i | -0.3 | i | i | i | -2.5 | i | i
Cc1ccc(-c2nc(CN(Cc3c(C)nn(C)c3C)C(C)C)c(C)o2)o1 | i | i | 1.8 | i | -0.1 | i | i | i | -4.2 | i | i
COC(=O)CN1C(=S)N(c2ccc(Cl)cc2)C(=O)C1CC(=O)Nc1ccc(Cl)cc1 (centres undefined) | i | -6.59* | 14.3 | i | -0.3 | i | i | i | 15.4 | i | i
CCc1nnc(NC(=O)CSc2nc3cc4c(cc3cc2C)OCCO4)s1 | i | i | 7.2 | i | -0.1 | i | i | i | -4.4 | i | i
O=C(OCC(=O)N1CCCc2ccccc21)c1ccccc1[N+](=O)[O-] | i | i | -15.6 | i | 2.9 | i | i | i | -30.2 | i | i
Cc1ccc(NC(=S)N/N=C2\CC(C)(C)Oc3ccc(O)cc32)cc1 | i | i | -1.4 | i | -0.2 | i | i | i | -0.6 | i | i
COc1ccc(N=C2SC(CC(=O)Nc3ccccc3F)C(=O)N2Cc2ccco2)cc1 (centres undefined) | i | i | 1.1 | i | -0.2 | i | i | i | -1.3 | i | i
CCOc1cc(/C=N/N=C2/NC(=O)C(CC(=O)O)S2)ccc1OCc1ccc(Cl)cc1Cl (centres undefined) | i | i | 7.4 | i | -0.1 | i | i | i | -1.2 | i | i
O=C(Nc1ccc(F)cc1)Nc1nnc(Cc2ccccc2F)s1 | i | i | -1.0 | i | -0.3 | i | i | i | 9.1 | i | i
COCCNC(=O)C(c1ccc(O)cc1)N(Cc1ccccc1)C(=O)CCC(=O)Nc1ccccn1 (centres undefined) | i | i | -10.4 | i | -0.4 | i | i | i | -18.5 | i | i
CC(C)(C)C(=O)NC(=S)Nc1ccc(F)cc1 | i | i | -2.5 | i | 2.2 | i | i | i | -3.2 | i | i
Cc1cc(S(=O)(=O)N2CCOCC2)ccc1OCC(=O)NCc1ccco1 | i | i | 1.5 | i | 0.3 | i | i | i | -4.8 | i | i
Cc1cc(-c2ccc3ccccc3c2)n2ncnc2n1 | i | i | 4.8 | i | 0.2 | i | i | i | 3.1 | i | i
CCOc1ccc(NC(=O)c2ccc3nccnc3c2)cc1 | i | i | 3.2 | i | 2.2 | i | i | i | 2.5 | i | i
Cc1csc(SCCn2c(N3CCCC3)nc3c2c(=O)[nH]c(=O)n3C)n1 | i | i | 4.6 | i | -0.1 | i | i | i | -0.7 | i | i
COc1ccc(C(=O)/C=C/C(=O)N(CC(=O)NC2CCCCC2)Cc2ccccc2)c(O)c1 | i | i | 1.0 | nt | -8.4 | i | nt | nt | 6.4 | i | i
COc1ccc(OC)c(C(=O)COC(=O)CNC(=O)C2CCCCC2)c1 | i | i | -0.8 | i | 0.1 | i | i | i | -1.3 | i | i
CCOc1ccccc1NC(=S)N(CCN(C)C)C(C)c1ccncc1 (centres undefined) | i | i | -14.7 | i | 0.7 | i | i | i | -2.7 | i | i
COc1ccc(NC(=O)c2sc3ncn(CC(=O)N4CCN(c5ccccn5)CC4)c(=O)c3c2C)cc1OC | i | i | -11.0 | i | -0.5 | i | i | i | -10.5 | i | i
Cc1cc(C)n2c(SCC(=O)Nc3cc(C)on3)nnc2n1 | i | i | -7.5 | i | 0.5 | i | i | i | -1.7 | i | i
CCn1cc(C(=O)NCCCOC(C)C)c(=O)c2cc(S(=O)(=O)N3CCOCC3)ccc21 | i | i | 0.8 | i | 0.0 | i | i | i | 4.8 | i | i
NS(=O)(=O)c1ccc(CCNC(c2ccccc2)c2ccccc2)cc1 | i | i | 0.8 | i | -0.4 | i | i | i | -19.0 | i | i

Another view of some results above.
molecule	RGS4 act	TRPC6 inhibitor	SKKanGAS inh	MrgX1 antagonist	HIF act	TRPC4 inh	MrgX1 PAM	MrgX1 ag	Platelet DG rel	TRPC6 act	RGS4 block
Cc1cc(-c2ccc3ccccc3c2)n2ncnc2n1	i	i	4.8	i	0.2	i	i	i	3.1	i	i
CCOc1ccc(NC(=O)c2ccc3nccnc3c2)cc1	i	i	3.2	i	2.2	i	i	i	2.5	i	i
Cc1csc(SCCn2c(N3CCCC3)nc3c2c(=O)[nH]c(=O)n3C)n1	i	i	4.6	i	-0.1	i	i	i	-0.7	i	i
COc1ccc(C(=O)/C=C/C(=O)N(CC(=O)NC2CCCCC2)Cc2ccccc2)c(O)c1	i	i	1.0	nt	-8.4	i	nt	nt	6.4	i	i

More records follow.
SMILES | RGS4 act | TRPC6 inhibitor | SKKanGAS inh | MrgX1 antagonist | HIF act | TRPC4 inh | MrgX1 PAM | MrgX1 ag | Platelet DG rel | TRPC6 act | RGS4 block
Cc1ccc(-n2ncc3c2CC(C)(C)CC3NC(=O)CCc2ccncc2)cc1 (centres undefined) | i | i | -6.5 | i | 0.0 | i | i | i | 1.4 | i | i
CC(C(=O)O)N1C(=O)CSc2ncccc21 (centres undefined) | i | i | 2.8 | i | 0.0 | i | i | i | 2.2 | i | i
COc1nc(OC)nc(N2CCC(C(=O)Nc3cccc4ccccc34)CC2)n1 | i | i | -3.9 | i | -0.4 | i | i | i | -1.8 | i | i
COc1ccc(OC)c(S(=O)(=O)NC(C)(C)C)c1 | i | i | -10.8 | i | 0.3 | i | i | i | -4.4 | i | i
CS(=O)(=O)Nc1ccc(S(=O)(=O)N2CCCC2)cc1 | i | i | -4.0 | i | -1.1 | i | i | i | 2.9 | i | i
O=C(c1nn2c(C(F)(F)F)cc(-c3ccco3)nc2c1Br)N1CCCc2ccccc21 | i | i | -5.7 | i | -2.3 | i | i | i | -4.8 | i | i
CCCS(=O)(=O)c1c(S(=O)(=O)CCC)c2ccc(C(N)=O)cn2c1C(=O)OC | i | i | -3.1 | i | -0.1 | i | i | i | 4.2 | i | i
Cc1ccc(C(C)C)c(OCCCCN2CCNCC2)c1 | i | i | 0.5 | i | -1.3 | i | i | i | 0.8 | i | i
CCCN(CC(=O)Nc1ccccc1C)C(=O)c1ccc(S(=O)(=O)N2CCCC2)cc1 | i | i | 14.1 | i | 0.4 | i | i | i | -3.0 | i | i
c1ccc(Oc2cccc(CN3CCCCC3)c2)cc1 | i | i | -10.5 | i | -0.1 | i | i | i | -4.9 | i | i
COc1cccc2c(=O)n(CC(=O)N3CCC(C)CC3)ccc12 | i | i | -2.9 | i | 0.1 | i | i | i | 5.4 | i | i
Nc1nc(COc2ccc3ccccc3c2)cs1 | i | i | -11.4 | i | 1.9 | i | i | i | -9.7 | i | i
O=C(N/N=C/c1c[nH]c2ccccc12)c1ccc(Br)cc1 | i | i | -0.1 | i | 2.7 | i | i | i | 10.3 | i | i
COc1ccc(NC(=O)CN(C)C(=O)c2cccc(-n3cccc3)c2)cc1 | i | i | -6.8 | i | -0.1 | i | i | i | -3.8 | i | i
O=C(NCc1ccccc1)c1ncn[nH]1 | i | i | -0.5 | i | 0.1 | i | i | i | -3.2 | i | i
COc1ccc(-c2csc(NC(CO)c3nc4ccccc4n3CCOCCO)n2)cc1 (centres undefined) | i | i | -1.8 | i | 0.9 | i | i | i | 7.6 | i | i
COc1ccc(N/N=C(/C#N)S(=O)(=O)C(C)(C)C)cc1 | i | i | 4.8 | i | -0.2 | i | i | i | 0.8 | i | i
CC(=O)Nc1ccc2nc(SCC(=O)Nc3ccc(N4CCOCC4)c(Cl)c3)sc2c1 | i | i | 11.1 | i | 1.0 | i | i | i | -1.5 | i | i
COC(=O)COc1ccc(C2NC(=O)NC(c3ccccc3)=C2C(C)=O)cc1Br (centres undefined) | i | i | 1.8 | i | 0.5 | i | i | i | 4.0 | i | i
O=C(CC1COc2ccccc2O1)Nc1ccccn1 (centres undefined) | i | i | 0.9 | i | 0.0 | i | i | i | -30.6 | i | i
O=C(Nc1nnc(C2CC2)s1)c1cc(S(=O)(=O)N2CCCCC2)ccc1N1CCOCC1 | i | i | -4.4 | i | 0.0 | i | i | i | -3.0 | i | i
CCOc1ccc(OCC)c(NC(=O)c2[nH]c(C)c(C(C)=O)c2C)c1 | i | i | -0.7 | i | -24.8 | i | i | i | -5.0 | i | i
C=C(C)CSc1nnc2n(Cc3ccccc3)c(=O)c3c4c(sc3n12)CCC4 | i | i | 5.8 | nt | -0.3 | i | nt | nt | 0.6 | i | i
CCC1=NN(C(=O)Cc2ccc([N+](=O)[O-])cc2)C(O)(C(F)(F)F)C1 (centres undefined) | i | i | -5.5 | i | -0.6 | i | i | i | -8.6 | i | i
COc1ccc(NC(=O)CSc2nnc(CN3CCOCC3)n2-c2ccccc2)cc1Cl | i | i | 5.4 | i | 0.1 | i | i | i | 9.0 | i | i

Whole records, looked up by structure. Order of screens: RGS4 act | TRPC6 inhibitor | SKKanGAS inh | MrgX1 antagonist | HIF act | TRPC4 inh | MrgX1 PAM | MrgX1 ag | Platelet DG rel | TRPC6 act | RGS4 block
COC(=O)COc1ccc(C2NC(=O)NC(c3ccccc3)=C2C(C)=O)cc1Br (centres undefined) across the screens: i | i | 1.8 | i | 0.5 | i | i | i | 4.0 | i | i
CCC1=NN(C(=O)Cc2ccc([N+](=O)[O-])cc2)C(O)(C(F)(F)F)C1 (centres undefined) across the screens: i | i | -5.5 | i | -0.6 | i | i | i | -8.6 | i | i
Cc1ccc(-n2ncc3c2CC(C)(C)CC3NC(=O)CCc2ccncc2)cc1 (centres undefined) across the screens: i | i | -6.5 | i | 0.0 | i | i | i | 1.4 | i | i
CS(=O)(=O)Nc1ccc(S(=O)(=O)N2CCCC2)cc1 across the screens: i | i | -4.0 | i | -1.1 | i | i | i | 2.9 | i | i

Compounds as they come; 6.1% or so of the library scored in one or more.
